M5 antag: human M5 muscarinic receptor antagonists, primary screen, CHO cells, Fluo-8 calcium fluorescence; Muscarinic acetylcholine receptor M5 (Homo sapiens), P08912; CHO-hM5 cells, ACh EC80; inhibition, % at 3 µM; 360,000 tested, 0.59% active;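 active = inhibition above a per-plate cutoff, the mean of that plate's test compounds plus 3 SD, cut at about 27% in these data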;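 also: 0% = acetylcholine EC80 with DMSO and 100% = DMSO without agonist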
CRFR2-BP antag: antagonists of CRF-BP/CRF-R2 complex, primary screen, cell-based, HEK293, calcium dye fluorescence, uHTS | CRF-induced calcium fluorescence | inhibition, % at 11.8 µM | 350,000 tested, 0.59% active | AID 588475, 2011;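 active = inhibition of the ligand-induced calcium signal above about 50% at the single tested concentration, limit read from the data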
M5 PAM: human M5 muscarinic receptor positive allosteric modulators, primary screen, CHO-K1 cells, Fluo-8 calcium fluorescence; Muscarinic acetylcholine receptor M5 (Homo sapiens), P08912; CHO-K1 hM5, ACh EC20 PAM; 0% = ACh EC20, 100% = ACh EC100; activation, % at 3 µM; 360,000 tested, 0.3% active; AID 624038, 2012;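 active = activation above the run cutoff, the mean activation of all test compounds plus 3 SD, cut at about 18% in these data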
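system = human M5 receptor in CHO-K1 cells | compound = one concentration, 3 µM final (nominal) | schedule = Post-acetylcholine fluorescence recording 140 s | signal = Fluo-8 calcium dye fluorescence, kinetic read | benchmarks = low control EC20 acetylcholine (0%), high control EC100 acetylcholine (100%) | repeats = singlicate, one well per test compound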
TAAR1 antagonist: human TAAR1 antagonists, primary screen, Fluo-8 calcium fluorescence, CHO RD-HGA16 cells; inhibition, % at 3 µM; antagonist; 360,000 tested, 1.5% active;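 active = inhibition above a per-plate cutoff, the mean inhibition of test compounds on that plate plus 3 SD, cut at about 49% in these data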;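 also: 0% = DMSO plus EC80 beta-PEA response and 100% = DMSO alone without agonist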
Target sequence (Q96RJ0 whole entry, looked up): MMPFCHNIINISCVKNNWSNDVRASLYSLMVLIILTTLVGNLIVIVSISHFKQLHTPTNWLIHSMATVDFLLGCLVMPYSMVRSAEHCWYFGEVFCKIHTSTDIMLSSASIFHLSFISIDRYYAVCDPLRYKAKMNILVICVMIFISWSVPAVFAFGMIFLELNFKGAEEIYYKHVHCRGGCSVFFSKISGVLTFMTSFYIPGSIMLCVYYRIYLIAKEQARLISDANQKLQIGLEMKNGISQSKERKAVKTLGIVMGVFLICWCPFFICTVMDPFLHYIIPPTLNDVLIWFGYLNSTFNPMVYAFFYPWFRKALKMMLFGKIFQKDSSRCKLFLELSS
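Test system: CHO RD-HGA16 cells bearing hTAAR1 | Reagent: β-PEA, EC80 | Compound dosing: 3 µM, single point | Schedule: Dye loading 75 min at 37 °C, then 30 min room temperature | Signal: Calcium fluorescence with Fluo-8 | Evaluation: Percent inhibition of PEA-evoked calcium signal, max/basal emission ratio | Control set: DMSO-only wells and EC80 β-PEA-stimulated wells | Repeats: Singlicate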
M4 PAM: human M4 muscarinic receptor positive allosteric modulators, primary screen, CHO-K1 cells, Fluo-8 calcium fluorescence; Muscarinic acetylcholine receptor M4 (Homo sapiens), P08173; CHO-K1 hM4/Gqi5, ACh EC20; 0% = ACh EC20, 100% = maximal ACh; activation, % at 3 µM; 360,000 tested, 0.4% active;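 active = activation above its plate's cutoff, the mean activation of sample wells plus 3 SD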; also: some results filed as inactive read as strong as hits
Target sequence (P08173 whole entry, looked up): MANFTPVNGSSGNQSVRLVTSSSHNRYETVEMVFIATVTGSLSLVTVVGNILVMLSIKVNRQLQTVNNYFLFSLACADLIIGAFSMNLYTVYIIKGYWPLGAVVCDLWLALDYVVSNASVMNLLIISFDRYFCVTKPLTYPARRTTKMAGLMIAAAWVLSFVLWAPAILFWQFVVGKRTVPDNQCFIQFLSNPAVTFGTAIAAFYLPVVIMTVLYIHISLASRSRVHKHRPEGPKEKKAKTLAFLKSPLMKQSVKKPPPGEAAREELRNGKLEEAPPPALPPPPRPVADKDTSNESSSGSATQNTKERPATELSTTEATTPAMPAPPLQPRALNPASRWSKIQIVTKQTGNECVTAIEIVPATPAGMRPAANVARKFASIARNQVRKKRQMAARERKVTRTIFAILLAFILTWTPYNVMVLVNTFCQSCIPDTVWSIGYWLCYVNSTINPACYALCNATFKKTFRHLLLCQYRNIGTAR
CHRM5 agonist: human M5 muscarinic receptor agonists, primary screen, CHO-K1 cells, Fluo-8 calcium fluorescence | 360,000 tested, 0.19% active | AID 624037, 2012 | CHO-K1 hM5 cells; 0% DMSO wells, 100% maximal acetylcholine response | activation, % at 3 µM | Muscarinic acetylcholine receptor M5 (Homo sapiens), P08912;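 active = activation above the run's mean over test compounds plus 3 SD, cut at about 23% in these data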;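 also: signal is peak over basal fluorescence ratio across the kinetic read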
CRFBP-R2 agonist: agonists of CRF-BP/CRF-R2 complex, primary screen, cell-based, HEK293, calcium dye fluorescence, uHTS | 350,000 tested, 0.46% active | CRF-binding protein / CRF receptor 2 complex (human) | activation, % at 13.2 µM | calcium dye fluorescence (FLIPR); percent of saturating CRF peptide response;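 active = activation of at least 50%, plus an integration ratio under a set limit after plate pattern correction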;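 also: plate controls were neutral control wells without compound for no effect and CRF at EC100 for full effect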
CHO-K1 Ca PAM: nonselective calcium activators in parental CHO-K1 cells, primary screen, counter-screen for M1 PAM project, cell-based, Fluo-8 calcium fluorescence, full deck, 1536-well; ATP EC20; 0% at ATP EC20, 100% at ATP max; activation, % at 3 µM; 360,000 tested, 0.02% active;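 active = activation above the run cutoff, the mean activation of all test compounds plus 3 SD, cut at about 40% in these data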;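 also: peak over basal fluorescence ratio in a 140 s read after ATP addition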
TAAR1 ag: human TAAR1 agonists, primary screen, Fluo-8 calcium fluorescence, CHO RD-HGA16 cells. Trace amine-associated receptor 1 (Homo sapiens), Q96RJ0. vehicle wells 0%, saturating PEA agonist 100%. activation, % at 3 µM. 360,000 tested, 0.99% active. AID 624467, 2012;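 active = activation above the mean activation of all test compounds in the run plus 3 SD, cut at about 38% in these data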
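System: CHO-derived RD-HGA16 cells with stable Gα16 and human TAAR1 / Times: 17-24 h plating, Fluo-8 75 min 37 °C, 30 min RT / Technique: calcium-sensitive Fluo-8 signal, excitation 470-495, emission 515-575 nm / Measure: % activation relative to PEA EC100 response / Benchmarks: DMSO and PEA EC100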
An asterisk follows results filed as active; . = not tested or not shown.

SMILES | M5 antag | CRFR2-BP antag | M5 PAM | TAAR1 antagonist | M4 PAM | CHRM5 agonist | CRFBP-R2 agonist | CHO-K1 Ca PAM | TAAR1 ag
Cc1cccc(Cc2nnc(CCC(=O)N3CCCC(CN4CCOCC4)C3)o2)c1 (centres undefined) | -5 | -15 | 1 | 10 | 5 | -1 | -0.4 | 7 | 3
O=C(Nc1ccccc1C(=O)Nc1ccccc1)c1cccs1 | -13 | -17 | 3 | 18 | -4 | -4 | 1.2 | -1 | -3
Cc1ccccc1COC[C@H](CC(C)C)N1CCN(C(=O)c2cccc(C(F)(F)F)c2)CCC1=O | 2 | -1 | 10 | 19 | -3 | -2 | 0.2 | 11 | 2
Cc1cccc2c1Sc1ccccc1CC2=O | -7 | 3 | 1 | 8 | 14 | -5 | 1.8 | 11 | 7
O=C(/C=C/c1ccc(Cl)cc1Cl)NCc1ccco1 | -4 | 3 | -3 | 8 | -2 | -10 | -0.7 | 16 | 4
COc1ccccc1CNCC(=O)Nc1cc(S(=O)(=O)N2CCCCC2)ccc1C | -3 | -30 | -7 | -18 | -3 | -8 | 0.8 | 3 | 4
CC(C)CC(NC(=O)C(CC(C)C)NC(=O)OC(C)(C)C)C(=O)O (centres undefined) | -1 | 47 | 0 | -6 | 2 | -1 | -2.5 | 18 | 12
O=C(Nc1cccc(NC(=O)c2cccs2)c1)c1ccc2c(c1)OCCO2 | 7 | -16 | -10 | 15 | -2 | -2 | 1.0 | 18 | 11
CC(=C\C(=O)O)/C(=C/c1ccccc1)C(=O)O | 1 | 9 | -7 | 5 | -1 | 2 | -0.8 | -2 | 15
O=C(COc1ccccc1)N1CCc2ccccc2C1 | 13 | -4 | -9 | -4 | -7 | -3 | 0.7 | 0 | 4
COc1ccc2c(CN3CCCCC3)cc(=O)oc2c1 | -3 | . | -1 | -11 | 4 | 2 | . | -2 | 4
O=C(CSc1ccc(-c2cccnc2)nn1)N1CCCC1 | 11 | -5 | -3 | -5 | 1 | -1 | -0.6 | 20 | 1
COC(=O)Nc1nnc(-c2ccco2)s1 | -1 | 11 | 7 | -17 | 3 | 2 | 0.1 | 15 | 1
CCOc1ccccc1N1CCN(c2nc(N)c(C#N)c(CC#N)c2C#N)CC1 | 3 | -22 | -6 | 50* | 1 | 0 | 2.3 | 13 | 19
Cc1ccc(C(=O)N(c2ccccn2)C(C)c2ccco2)cc1C (centres undefined) | 4 | 23 | -2 | 3 | 1 | 2 | -1.8 | 3 | 4
CC1(Oc2ccc(CC#N)cc2)CCN(Cc2ccc(-n3ccnc3)cc2)C1 (centres undefined) | -10 | . | 5 | -21 | -6 | -3 | . | 0 | 0
CC1(C2CC2)NC(=O)N(CC(=O)Nc2ccccc2-c2ccccc2)C1=O (centres undefined) | 4 | 10 | 6 | 4 | 0 | 0 | -2.2 | 2 | 2
COc1cc(C(CCN2CCCCC2)c2c(OC)cc(OC)c3c(-c4ccccc4)cc(=O)oc23)cc(OC)c1OC (centres undefined) | 7 | -16 | -7 | 8 | 4 | -11 | 9.9 | 16 | 6
O=C(CSCc1ccc([N+](=O)[O-])cc1)NC1CCCCCC1 | -4 | 6 | -9 | 4 | -9 | -5 | -0.2 | 5 | 16
CCCN1CCCc2cc(CN(CCCN3CCOCC3)C(=O)Nc3ccc(OCC)cc3)ccc21 | 1 | -15 | 2 | 15 | 2 | -5 | -1.4 | 23 | 6
COc1ccc(OC)c2sc(NNC(=O)COc3ccccc3)nc12 | 3 | -8 | 8 | -2 | 4 | 3 | -1.8 | 13 | 6
Cc1cccc(-c2cnc(C(O)c3ccc(Cl)cc3C)[nH]2)c1 (centres undefined) | 9 | . | -4 | -3 | -1 | 0 | . | 14 | 4
Cc1ccc(S(=O)(=O)NCCCCCC(=O)Nc2ccccn2)cc1 | -11 | 5 | -5 | 4 | 1 | 0 | -1.1 | 16 | 3
CCc1ccc(NC(=O)CSc2nc3cc(C(=O)OC)ccc3c(=O)n2Cc2ccco2)cc1 | -3 | -2 | 5 | 11 | 2 | 0 | 3.5 | -1 | 8
Cc1ccc(N=c2c([N+](=O)[O-])nn(-c3ccccc3)n2O)c(C)c1 | 9 | -39 | -12 | -6 | 7 | -2 | -4.2 | -5 | 12

Already shown: two of the compounds above.
SMILES | M5 antag | CRFR2-BP antag | M5 PAM | TAAR1 antagonist | M4 PAM | CHRM5 agonist | CRFBP-R2 agonist | CHO-K1 Ca PAM | TAAR1 ag
Cc1cccc(Cc2nnc(CCC(=O)N3CCCC(CN4CCOCC4)C3)o2)c1 (centres undefined) | -5 | -15 | 1 | 10 | 5 | -1 | -0.4 | 7 | 3
O=C(Nc1ccccc1C(=O)Nc1ccccc1)c1cccs1 | -13 | -17 | 3 | 18 | -4 | -4 | 1.2 | -1 | -3

New compounds follow.
SMILES | M5 antag | CRFR2-BP antag | M5 PAM | TAAR1 antagonist | M4 PAM | CHRM5 agonist | CRFBP-R2 agonist | CHO-K1 Ca PAM | TAAR1 ag
CCOC(=O)c1sc2ncnc(N3CCN(C(=O)OCC)CC3)c2c1C | 4 | 16 | -3 | -9 | 4 | -2 | 0.5 | 10 | -4
O=C(Cn1nc(Cl)nc1Cl)c1ccccc1 | -3 | 5 | 3 | -4 | 3 | 0 | -0.6 | 15 | 0
Cc1ccc(Nc2nnc(SCC(=O)N(C)C3CCS(=O)(=O)C3)s2)cc1 (centres undefined) | -5 | 7 | 3 | -23 | 17 | -3 | -1.1 | 18 | -1
COc1ccc(OCc2nnc(SCC(=O)Nc3ccccc3F)o2)cc1 | 7 | -11 | 1 | 4 | -4 | 0 | 0.9 | -5 | -1
Cc1ccc(S(=O)(=O)N2CCCN(C(=O)c3ccc(-n4cccn4)cc3)CC2)cc1 | 0 | -3 | -4 | 10 | 3 | 2 | 0.6 | -6 | 2
COc1ccccc1NC(=S)NC(=O)C1CC1 | -1 | 3 | -1 | -4 | 1 | -4 | -14 | 3 | -1
Cc1ccccc1C(=O)N1CCC(C(=O)NC(C)c2ccc(-n3ccnc3)cc2)CC1 (centres undefined) | 2 | -22 | -2 | -4 | -7 | -3 | -0.2 | -15 | 1
COC(C(=O)Nc1ccc(Br)cc1F)c1ccccc1 (centres undefined) | -4 | 1 | 4 | 16 | 4 | -1 | -0.9 | 3 | -2
COC(=O)N/N=C(\C)c1ccccc1OC(F)F | -6 | 10 | 1 | -10 | 4 | 2 | -0.9 | 18 | 0
O=S1(=O)C[C@@H](N2CCN(c3ccccc3)CC2)[C@H](COCc2ccccc2)N1 | 5 | . | 2 | -1 | 3 | 2 | . | 11 | 0
Cn1c(N2CCCCC2)nc2c1c(=O)[nH]c(=O)n2C | -2 | 7 | 1 | 1 | 0 | 0 | -0.1 | -3 | 4
Cc1ccc(NC(=O)C(C)Sc2nnc(-c3cccnc3)n2-c2ccccc2)cc1 (centres undefined) | -4 | -20 | 6 | 15 | 2 | -1 | 2.6 | 8 | 14
O=C(NCc1ccccc1Cl)c1cc([N+](=O)[O-])ccc1Cl | 1 | 37 | -6 | -14 | 14 | -5 | -1.5 | 6 | 1
COc1ccccc1C(=O)NC(CCSC)C(=O)NNC(=O)C(C)Oc1ccccc1F (centres undefined) | 1 | -2 | 4 | -7 | 6 | 2 | 1.9 | 14 | 16
COc1ccc(C2CC(c3cccs3)=NN2C(=O)CSc2nnc(N)s2)cc1OC (centres undefined) | 9 | 6 | 10 | -10 | 6 | 3 | -0.4 | -23 | 2
COc1cccc(C(=O)NCCCNc2nc3cc(C)cc(C)c3cc2C#N)c1 | 18 | 1 | -4 | 34 | -1 | -1 | -1.4 | 14 | 6
CCCCNC(=O)CSc1nc2ccccc2c(=O)n1CC1COc2ccccc2O1 (centres undefined) | -7 | -6 | 1 | -9 | 16 | 1 | 3.0 | -4 | 2
N#Cc1ccc(COC(=O)c2ccc(N3CCCC3)c([N+](=O)[O-])c2)cc1 | -18 | -14 | 1 | -2 | -13 | -5 | -0.1 | -4 | 2
COc1cccc(OCc2cc(C(=O)N3CCNC(=O)C3Cc3ccccc3)no2)c1 (centres undefined) | 12 | -16 | -2 | -16 | -4 | 0 | -0.8 | 14 | 8
CC(C)Cc1nnc(NC(=O)c2ccc(-n3cncn3)c([N+](=O)[O-])c2)s1 | -1 | -16 | -4 | -2 | 0 | 0 | -0.5 | -9 | 5
CCN(C(=O)CSc1nc2ccccc2c(=O)n1Cc1ccc(C)cc1)C1CCS(=O)(=O)C1 (centres undefined) | 5 | 13 | -1 | -5 | 1 | -4 | -1.0 | 14 | 0
CC(c1ccco1)N(C(=O)c1ccc(F)cc1)c1ccccn1 (centres undefined) | 7 | 8 | -2 | -8 | -2 | -2 | -2.1 | 9 | 0

Molecules above with two or more sulfur atoms:
SMILES | M5 antag | CRFR2-BP antag | M5 PAM | TAAR1 antagonist | M4 PAM | CHRM5 agonist | CRFBP-R2 agonist | CHO-K1 Ca PAM | TAAR1 ag
Cc1ccc(Nc2nnc(SCC(=O)N(C)C3CCS(=O)(=O)C3)s2)cc1 (centres undefined) | -5 | 7 | 3 | -23 | 17 | -3 | -1.1 | 18 | -1
COc1ccc(C2CC(c3cccs3)=NN2C(=O)CSc2nnc(N)s2)cc1OC (centres undefined) | 9 | 6 | 10 | -10 | 6 | 3 | -0.4 | -23 | 2
CCN(C(=O)CSc1nc2ccccc2c(=O)n1Cc1ccc(C)cc1)C1CCS(=O)(=O)C1 (centres undefined) | 5 | 13 | -1 | -5 | 1 | -4 | -1.0 | 14 | 0

A few values from above:
CCOC(=O)c1sc2ncnc(N3CCN(C(=O)OCC)CC3)c2c1C in CRFBP-R2 agonist → 0.5
Cn1c(N2CCCCC2)nc2c1c(=O)[nH]c(=O)n2C in M4 PAM → 0

Retrieved by compound from the entries so far, two records:
SMILES | M5 antag | CRFR2-BP antag | M5 PAM | TAAR1 antagonist | M4 PAM | CHRM5 agonist | CRFBP-R2 agonist | CHO-K1 Ca PAM | TAAR1 ag
Cn1c(N2CCCCC2)nc2c1c(=O)[nH]c(=O)n2C | -2 | 7 | 1 | 1 | 0 | 0 | -0.1 | -3 | 4
CC(c1ccco1)N(C(=O)c1ccc(F)cc1)c1ccccn1 (centres undefined) | 7 | 8 | -2 | -8 | -2 | -2 | -2.1 | 9 | 0

High-throughput results (PubChem BioAssay)
